ROMK primary = human ROMK K+ channel modulation, primary screen. P48048. Tet-inducible ROMK, thallium flux fluorescence; actives lie on both sides. B-score at 10 µM. 2% of 130,000 active;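 active means signal ratio slope over the read window, or its plate-corrected B-score, at least 3 SD from the plate mean, either direction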;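 further: B-score of the F/F0 ratio slope over 7 to 12 s after thallium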
Target sequence (P48048 whole entry, looked up): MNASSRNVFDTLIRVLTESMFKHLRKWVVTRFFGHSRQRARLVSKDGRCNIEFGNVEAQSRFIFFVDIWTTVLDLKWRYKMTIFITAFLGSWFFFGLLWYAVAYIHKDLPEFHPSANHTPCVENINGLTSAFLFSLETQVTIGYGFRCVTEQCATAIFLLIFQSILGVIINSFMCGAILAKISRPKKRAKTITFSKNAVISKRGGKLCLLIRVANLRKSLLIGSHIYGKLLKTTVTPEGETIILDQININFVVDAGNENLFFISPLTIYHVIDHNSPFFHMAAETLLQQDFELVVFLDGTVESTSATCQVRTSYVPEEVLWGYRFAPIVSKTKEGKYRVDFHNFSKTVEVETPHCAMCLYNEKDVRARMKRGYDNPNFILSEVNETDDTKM
PPARg SRC1 recr = agonists of human PPARgamma SRC-1 coactivator recruitment | P37231 | PPARgamma-SRC-1 coactivator recruitment biochemical assay | activation, % at 8 µM | 0.41% of 200,000 active | AID 631; in the data active means activation above about 19%;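 further: 0% = DMSO and 100% = reference agonist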
PPARg SRC-2 ag = promotes SRC-2 coactivator recruitment by human PPARgamma | P37231 | PPARgamma LBD-SRC-2 recruitment, biochemical | activation, % at 8 µM | 0.34% of 200,000 active | AID 1032; in the data active means activation above about 22%;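 further: 0% = vehicle and 100% = reference agonist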
PPARg SRC-3 ag = agonists of human PPARgamma SRC-3 coactivator recruitment; 0.26% of 200,000 active; activation, % at 8 µM; biochemical PPARgamma/SRC-3 coactivator recruitment assay; P37231; in the data active means activation above about 23%;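 further: 0% = DMSO and 100% = reference agonist; some compounds past the cut are filed as inactive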
RAM inhibit = yeast RAM network inhibition; 1.8% of 190,000 active; S. cerevisiae dse1pr::URA3 reporter, 5-FOA growth OD615, 2 d; analog-sensitive cbk1-as2 kinase mutant strain; inhibition, % at 50 µM; AID 868;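 active means inhibition above a set limit, 3 SD over mean compound inhibition, cut at about 8.4% in these data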;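 further: 0% = DMSO-only wells with no growth and 100% = 10 µM 1-NA-PP1 full growth; inhibition rescues growth on 5-FOA so higher OD means more RAM inhibition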
bIAP inh = blocks bovine intestinal alkaline phosphatase activity | purified bovine IAP, CDP-star luminescence, 30 min | inhibition, % at 20 µM | 190,000 tested, under 10 active;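 active means over 50% inhibition of intestinal alkaline phosphatase at 20 µM in the single-dose screen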
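test system = bovine IAP enzyme | medium = DEA buffer 100 mM, pH 9.8, with MgCl2 1.0 mM, ZnCl2 0.02 mM | detection = luminescence | dosing = single compound dose of 20 µM, 2% DMSO final | incubation = 30 min reaction at room temperature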
Lmaj promast = inhibitors of Leishmania major promastigote growth. Leishmania major promastigotes, resazurin fluorescence viability. 9% of 200,000 active. inhibition, % at 10 µM; in the data active means inhibition above about 50%;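 further: promastigotes grown with compound for 44 hours at 28 °C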
Redox H2O2 prof = compounds producing H2O2 with reducing agent – biochemical, NIH compound library profiling, artefact control for MLSCN library redox annotation, primary screen | AID 878 | 0.03% of 200,000 active | DTT-dependent redox cycling H2O2, phenol red/HRP absorbance; 100% = 100 µM peroxide control, 0% = buffer | activation, % at 10 µM;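 active means activation of at least 50% relative to the plate's high and low controls in the primary single-dose screen; inactive means activation below 50%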;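 further: compound incubated with DTT at 0.8 mM final as the reducing agent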
Efa HMGR inh = blocks class II HMG-CoA reductase of Enterococcus faecalis | purified E. faecalis HMGR, NADPH absorbance 340 nm kinetic | inhibition, % at 10 µM | 0.41% of 190,000 active | AID 1066;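 active means inhibition above a set limit, the median over all tested compounds plus 3 SD, cut at about 9.5% in these data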;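 further: enzyme runs in reverse so mevalonate oxidation gives rising NADPH absorbance; 0% = complete reaction with DMSO and 100% = background rate lacking mevalonate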
S1P3 antagonist = antagonists of human S1P3 receptor; Q99500; CHO S1P3 NFAT-BLA reporter, FRET fluorescence, antagonist mode; inhibition, % at 4.98 µM; 0.27% of 170,000 active; AID 485;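 active means inhibition above the plate cutoff, the mean inhibition of test wells on that plate plus 3 SD, cut at about 28% in these data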;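 further: cells challenged with S1P at its EC80 of 0.8 µM; blue over green emission ratio from cleaved BLA substrate after 4 h stimulation; 0% = S1P-stimulated wells and 100% = unstimulated DMSO-only wells; some compounds past the cut are filed as inactive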
Target sequence (Q99500 whole entry, looked up): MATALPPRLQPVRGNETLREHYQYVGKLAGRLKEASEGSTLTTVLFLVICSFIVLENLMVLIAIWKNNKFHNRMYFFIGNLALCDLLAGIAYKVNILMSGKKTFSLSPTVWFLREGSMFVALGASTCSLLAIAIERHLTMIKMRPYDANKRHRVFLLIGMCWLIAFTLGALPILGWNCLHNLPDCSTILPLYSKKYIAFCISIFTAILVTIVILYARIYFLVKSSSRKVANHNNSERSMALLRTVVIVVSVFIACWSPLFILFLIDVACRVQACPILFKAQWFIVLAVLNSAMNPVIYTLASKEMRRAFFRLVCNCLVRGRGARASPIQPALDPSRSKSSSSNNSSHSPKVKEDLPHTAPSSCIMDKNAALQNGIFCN
SRC2 TRFRET art = flags TR-FRET format artefacts in PPARgamma SRC-2 recruitment agonist screen; TR-FRET artefact counter-screen; stronger effect = higher value; TR-FRET ratio at 8 µM; 0.4% of 200,000 active; in the data active means TR-FRET ratio above about 2000; further: inactives centre near 1500
The depositor's hits bear a star; . = no result given.

SMILES	ROMK primary	PPARg SRC1 recr	PPARg SRC-2 ag	PPARg SRC-3 ag	RAM inhibit	bIAP inh	Lmaj promast	Redox H2O2 prof	Efa HMGR inh	S1P3 antagonist	SRC2 TRFRET art
O=C(CN1C(=O)c2cccc3cccc1c23)N1CCc2ccccc2C1	.	-3	1	-3	1.9	1	-7	-3.2	0	10	1469
O=C(c1ccco1)N1CCN(C(=O)C2Cc3ccccc3CN2S(=O)(=O)c2ccc(F)cc2)CC1 (stereo not drawn)	.	-2	0	-4	1.0	2	4	-0.7	0	.	1664
Cc1nn(-c2cccc(C(=O)O)c2)c(C)c1[N+](=O)[O-]	0.045	6	-10	-5	0.5	-4	-3	-0.8	2	-7	1486
CC(C)=CC(=O)Nc1ccc2c(c1)OCO2	.	-6	-1	-1	0.9	5	-4	-0.1	7	18	1338
COc1ccccc1N1CCN(/N=C/c2cc(OC)c(OC)c(OC)c2)CC1	0.14	5	6	4	1.5	-1	0	-0.2	-6	-6	1410
CSc1nc2nc(C)c(C/C=C/c3ccccc3)c(=O)n2[nH]1	-0.59	3	5	2	4.8	7	1	-0.5	1	-9	1665
COc1cccc(C(=O)/C=C/Nc2ccc(NC(C)=O)cc2)c1	0.27	8	4	2	1.6	19	-12	0.0	-3	5	1637
O=C(COc1ccc(F)cc1Br)NCc1ccccn1	0.76	3	4	2	0.9	18	-1	0.0	-5	-13	1646
Cc1ccc(N2CC3=C(C2=O)C(c2ccccc2)NC(=O)N3C)cc1 (stereo not drawn)	.	0	-2	6	1.4	8	-4	-1.5	0	.	1638
CC(C)CCNc1nnnc2c1sc1nc(N3CCOCC3)c3c(c12)CC(C)(C)SC3	-1.5	0	7	9	0.5	-6	57*	-0.9	-4	.	1824
COc1ccc(CCNc2cc(C)nc3c(-c4ccc(Cl)cc4)c(C)nn23)cc1OC	0.045	7	6	3	-0.4	9	76*	-0.7	-2	-16	1688
COc1cc(-c2nc3ccccc3c(=O)n2N)cc(OC)c1OC	0	-4	-5	2	0.8	36	-9	-0.2	-2	-17	1625
N#CCCN1CCN(C(CNS(=O)(=O)c2ccc(Cl)cc2)c2ccccc2)CC1 (stereo not drawn)	.	5	9	1	2.4	3	-1	-0.7	1	13	1518
Cc1cccc(OCCOCCSc2ncccn2)c1	.	2	6	10	0.1	13	0	2.2	-5	16	1597
O=C(NCSc1ccncn1)c1ccccc1	.	4	-11	-5	0.0	8	-1	-0.4	-5	13	1422
Cc1cccc(NC(=O)NCCN2C(=O)C3C4C=CC(C4)C3C2=O)c1 (stereo not drawn)	.	2	4	6	1.7	-2	-2	-0.6	1	-28	1645
O=C(CSc1nnc2c(Cl)cc(Cl)cn12)NC1CCS(=O)(=O)C1 (stereo not drawn)	-0.45	3	9	2	0.7	3	-6	0.5	-5	.	1596
CN1CCN(CCCCOc2ccc(F)cc2)CC1	-0.24	6	4	-4	1.2	-15	-5	-0.5	-1	.	1486
COc1ccc(CCNC(=O)c2cc(-c3cccs3)on2)cc1OC	.	6	-1	3	2.3	9	-6	3.6	0	17	1491
COc1ccc(CCNC(=O)c2ccc3c(SCC(=O)O)c4c(nc3c2)CCCC4)cc1OC	.	10	11	-1	3.5	-2	-3	0.3	-1	1	1678
Cc1ccccc1-c1nc2cc(N)ccc2o1	.	6	7	4	0.3	5	6	-0.5	-4	-80	1658
CCN(CC)CCCN1C(=O)C(O)=C(C(=O)c2cc3ccccc3o2)C1c1ccccn1 (stereo not drawn)	-0.61	43*	48*	62*	-0.1	-5	-13	2.8	-2	-16	2586*
CC1CCC(NC(=O)c2ccc(NC(=O)c3ccc(=O)[nH]c3)cc2)CC1 (stereo not drawn)	-0.54	0	-1	-5	4.7	12	-8	0.4	-5	1	1416
CNC(=O)COc1ccc(S(=O)(=O)Nc2ccc(OC)cc2)cc1	0.14	-1	4	5	-0.4	0	-3	0.0	-1	-11	1525
CC(NC(=O)Cn1cnnn1)C12CC3CC(CC(C3)C1)C2 (stereo not drawn)	0.028	0	-3	-1	1.9	23	0	-0.2	-1	-3	1577
(next part)
SMILES	ROMK primary	PPARg SRC1 recr	PPARg SRC-2 ag	PPARg SRC-3 ag	RAM inhibit	bIAP inh	Lmaj promast	Redox H2O2 prof	Efa HMGR inh	S1P3 antagonist	SRC2 TRFRET art
COC(=O)c1nn(-c2ccccc2)c(=O)cc1Sc1ccc(Cl)cc1	0.36	-5	-5	-4	2.5	-6	8	-0.6	3	-13	1521
CCCn1c(NC(=O)c2ccc(Br)cc2)nc2ccccc21	-0.037	34*	2	-1	4.1	8	9	0.2	2	.	1587
CS(=O)(=O)NC1c2cccc3cccc(c23)C1N1CCOCC1 (stereo not drawn)	0.27	0	8	-10	-0.1	4	-2	-1.2	-8	-6	1492
CC(=O)CSc1nc2ccccc2s1	.	-11	12	-4	2.3	3	-4	0.0	-1	.	1555
O=C(O)CCCNC(=O)c1ccc(NC(=O)Cc2ccc(Cl)cc2)cc1	-0.28	-3	1	-2	1.4	-5	-5	-0.1	9	-13	1608
O=C(Nc1cc2c(oc1=O)CCCC2=O)c1ccccc1	.	6	-2	4	1.1	11	-3	2.2	3	.	1424
O=C1CC(c2ccco2)CC(O)=C1C=Nc1ccc(Br)cc1 (stereo not drawn)	0.046	-1	4	7	1.4	9	-4	0.1	0	.	1414
Cn1cnnc1SCC(=O)Nc1ccc(OC(F)F)cc1	0.22	6	7	0	3.5	-2	-6	-2.2	2	7	1738
CCn1c(C(=O)N2CCc3ccccc3C2)cc2oc3ccccc3c21	0.25	-2	9	12	5.9	-30	-5	0.6	-4	.	1481
O=C(O)CCNS(=O)(=O)c1ccc2c(c1)CCCC2	-0.85	8	0	2	1.5	-32	-4	0.5	-4	9	1459
COc1ccc(-c2nnn(CC(=O)NCc3ccccc3)n2)cc1OC	.	-5	2	-1	0.0	6	-1	0.4	-6	.	1587
O=C(NCCCN1CCOCC1)C(=O)N/N=C/c1ccc2c(c1)OCO2	1.1	11	10	4	-0.7	-9	1	-1.0	-2	-10	1729
COC(=O)C1=C(C)N(C)C(=S)NC1c1ccc(Cl)cc1 (stereo not drawn)	.	3	-7	4	-0.6	4	47	-0.2	-1	0	1472
CC(C)c1ccc(NC2=NCC(=O)N2Cc2cccs2)cc1	-1.5	0	-1	3	0.9	3	-2	-0.2	1	-1	1495
CC(=O)Nc1ccc(NCN2C(=O)[C@@H]3[C@H]4CC[C@H](C4)[C@@H]3C2=O)cc1	0.8	2	2	3	1.5	7	-3	0.0	-4	-7	1622
CCCCN(C)/C=N/c1c(C#N)cnn1-c1ccc(C)cc1	.	4	1	5	0.6	8	14	1.7	-5	.	1581
CC1(C)CC2(CCO1)N1CC3(C)CN2CC(C)(C1)C3O (stereo not drawn)	.	2	8	8	0.6	7	-7	-0.2	-2	-10	1625
O=C(Nc1ccccc1)NC1CCS(=O)(=O)C1 (stereo not drawn)	.	-2	-6	0	1.5	19	-4	1.3	-8	.	1576
CNC(=O)c1nc(C)n(-c2ccc(Cl)cc2Cl)n1	-0.37	4	-1	1	-0.5	-7	-2	-0.2	-7	-27	1572
O=C(NCc1ccco1)C1CC(c2cccc([N+](=O)[O-])c2)=NO1 (stereo not drawn)	0.15	2	-1	-5	2.4	12	-7	-4.9	-3	.	1522
CC(C)Cc1nc(Cl)c(C#N)c2c1CCCC2	-0.15	-7	-6	21	1.9	15	-1	-0.2	-1	-7	1374
O=C(CSc1cccc[n+]1[O-])c1ccc(Cl)cc1	-0.046	-2	-3	5	-1.2	-7	1	-1.1	-4	-8	1526
O=C1CC(c2cccc(Cl)c2)CC(O)=C1C=Nc1cccc(Cl)c1 (stereo not drawn)	0.93	10	8	-1	5.8	2	-6	-0.2	4	-4	1514
Cc1nonc1NC(=O)CSc1nc2ccccc2[nH]1	-0.16	2	8	3	4.6	-15	-2	-2.1	-2	-10	1689
CC(C)(C)C(=O)CSc1nnc(Nc2ccccc2)s1	1.5	4	-3	-1	2.6	9	9	-0.7	4	19	1662
(more compounds)
SMILES	ROMK primary	PPARg SRC1 recr	PPARg SRC-2 ag	PPARg SRC-3 ag	RAM inhibit	bIAP inh	Lmaj promast	Redox H2O2 prof	Efa HMGR inh	S1P3 antagonist	SRC2 TRFRET art
O=C(/C=C/c1ccccc1)Nc1cc(C(=O)O)cc(C(=O)O)c1	-0.03	-2	6	6	4.3	-6	-2	-1.6	-8	15	1489
CCCc1cc2c(c(NC(C)=O)n1)c(=O)oc1ccccc12	.	12	-7	-8	0.8	8	2	1.2	-4	13	1396
COc1cc2nc(C3CCC3)nc(N3CCN(c4ccccc4OC)CC3)c2cc1OC	1.4	9	2	7	-0.3	34	58*	0.7	4	-3	1577
Cc1cc2c(c(=O)o1)C(C13C=CC(CC1)C3)C(C#N)=C(N)O2 (stereo not drawn)	.	5	6	9	0.2	4	-1	3.5	-11	-8	1574
COCCNC(=S)NN=C1CCCCCC1	0.76	0	14	2	2.0	-9	-5	-0.4	-2	4	1776
CCOC(=O)c1sc(NC(=O)c2cc(-c3cccc(O)c3)on2)c(C(=O)OCC)c1C	0.91	1	-12	2	0.8	16	-12	0.6	-1	-4	1394
CCOC(=O)Cc1cc(=O)[nH]c(/N=C(\N)Nc2ccc(C)cc2C)n1	1	-1	10	3	-0.1	-22	-1	0.1	1	.	1412
COC(=O)c1cc2n(n1)CCCNC2=O	-0.78	-8	-11	-3	2.5	4	-5	-0.4	-1	-20	1457
COc1ccc(/C=N/NC(=O)COc2cc(C)cc(C)c2)cc1COC(C)=O	0.34	4	15	2	7.4	-2	-4	-0.2	0	-17	1625
CCC(=O)N1CCc2cc(S(=O)(=O)N3CCN(C(=O)c4ccco4)CC3)ccc21	0.27	0	-2	5	0.7	4	-5	0.0	4	.	1618
CC(C)=C(NC(=O)c1ccccc1)C(=O)NCc1ccccc1	0.25	6	-5	4	-0.5	12	-4	0.1	2	-17	1459
CCOC(=O)NC(Nc1ccc(OC)cc1)(C(F)(F)F)C(F)(F)F	0.34	-4	5	1	1.3	-29	7	0.1	0	-4	1558
COc1ccccc1CC(=O)O/N=C(\N)Cc1cccc2ccccc12	.	3	-2	-6	2.3	2	-1	0.2	-2	.	1669
COc1ccc(C)cc1S(=O)(=O)Nc1cccc(C)c1	-0.0047	-3	3	0	2.4	-15	23	-2.5	-6	-17	1440

Record cards, from the list above. Values in the order: ROMK primary	PPARg SRC1 recr	PPARg SRC-2 ag	PPARg SRC-3 ag	RAM inhibit	bIAP inh	Lmaj promast	Redox H2O2 prof	Efa HMGR inh	S1P3 antagonist	SRC2 TRFRET art
CCOC(=O)Cc1cc(=O)[nH]c(/N=C(\N)Nc2ccc(C)cc2C)n1 is entered as 1	-1	10	3	-0.1	-22	-1	0.1	1	.	1412
O=C(/C=C/c1ccccc1)Nc1cc(C(=O)O)cc(C(=O)O)c1 is entered as -0.03	-2	6	6	4.3	-6	-2	-1.6	-8	15	1489
COc1ccc(C)cc1S(=O)(=O)Nc1cccc(C)c1 is entered as -0.0047	-3	3	0	2.4	-15	23	-2.5	-6	-17	1440
COc1ccc(/C=N/NC(=O)COc2cc(C)cc(C)c2)cc1COC(C)=O is entered as 0.34	4	15	2	7.4	-2	-4	-0.2	0	-17	1625

Source: PubChem BioAssay (several laboratories)
